# Bim-Bcl-XL: inhibitors of Bim-Bcl-XL interaction, human; hit rate 0.04% among 190,000; inhibition, % at 10 µM; Bim peptide-Bcl-XL binding, bead flow cytometry, fluorescence; Q07817
# Target sequence (Q07817 whole entry, looked up): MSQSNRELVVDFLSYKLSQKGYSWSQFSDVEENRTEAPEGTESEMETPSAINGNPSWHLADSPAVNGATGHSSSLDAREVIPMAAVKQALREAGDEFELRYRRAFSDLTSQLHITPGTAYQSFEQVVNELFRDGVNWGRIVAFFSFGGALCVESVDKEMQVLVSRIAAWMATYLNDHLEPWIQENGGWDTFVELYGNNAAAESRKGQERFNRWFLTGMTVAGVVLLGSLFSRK
# RGS7-Gao: human RGS7-Galphao interaction regulation; Multiplexed bead flow cytometry, RGS7-Galphao binding; actives lie on both sides; binding response (% of control), % at 10 µM; hit rate 0.35% among 220,000; in the data active = binding response below about 49% or above about 150%; inconclusive = no clear call, values can overlap the other calls; inactive = in between;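 also: fluorescent Galphao held in activated GDP-AlF4 state binding bead-coupled RGS7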
# Bcl-2 Bim block: inhibitors of Bim-Bcl-2 interaction, human. P10415. Bead-based flow cytometry, Bim peptide-Bcl-2 binding. inhibition, % at 10 µM. hit rate 0.06% among 190,000. AID 950; in the data active = inhibition above about 40%; inconclusive = no clear call, values can overlap the other calls;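 also: 0% = no compound wells with probe peptide and 100% = reference peptide inhibitor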
# Target sequence (P10415 whole entry, looked up): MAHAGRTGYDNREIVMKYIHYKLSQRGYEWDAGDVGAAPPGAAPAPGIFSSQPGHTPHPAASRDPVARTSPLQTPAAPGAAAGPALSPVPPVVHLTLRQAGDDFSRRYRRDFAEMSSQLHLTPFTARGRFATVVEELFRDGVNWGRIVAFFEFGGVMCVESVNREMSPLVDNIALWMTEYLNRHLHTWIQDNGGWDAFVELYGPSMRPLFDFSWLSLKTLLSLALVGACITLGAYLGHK
# Bcl-W Bim block: inhibitors of Bim-Bcl-W interaction, human. Q92843. bead-based flow cytometry, Bim peptide-Bcl-W binding. inhibition, % at 10 µM. hit rate 0.02% among 190,000. AID 952;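 also: 0% = bound tracer without compound and 100% = peptide blocker; higher means less fluorescent Bim peptide bound to Bcl-W beads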
# Target sequence (Q92843 whole entry, looked up): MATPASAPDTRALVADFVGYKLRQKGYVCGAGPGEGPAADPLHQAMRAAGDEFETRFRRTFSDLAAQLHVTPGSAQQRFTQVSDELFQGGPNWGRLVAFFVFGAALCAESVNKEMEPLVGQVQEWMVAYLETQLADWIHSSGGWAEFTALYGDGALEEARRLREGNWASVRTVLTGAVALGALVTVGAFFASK
# ABCG2 inh: inhibitors of human ABCG2 transporter, ABCB1 counter-screen | Q9UNQ0 | inhibition, % at 6.6 µM | hit rate 0.1% among 190,000 | AID 1325 | IgMXP3 cells, JC-1 efflux, flow cytometry;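 active = inhibition above 80%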;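 also: 0% = DMSO and 100% = nicardipine control wells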
#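 Measure – % inhibition of efflux relative to nicardipine and DMSO · Test system – ABCG2 IgMXP3 and barcoded ABCB1 CCRF-Adr cell mix · Control set – nicardipine as high control, DMSO as low control · Compound – one concentration, 6.6 µM final · Signal – flow cytometry of retained JC-1 fluorescence · Timing – 10 min exposure at 25 °C with rotation, no wash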
# Bcl-B Bim block: human Bim-Bcl-B interaction inhibition. inhibition, % at 10 µM. bead-based flow cytometry, Bim peptide-Bcl-B binding. hit rate 0.073% among 190,000;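 also: 0% = tracer peptide without compound and 100% = reference inhibitor peptide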
# Target sequence (Q9HD36 whole entry, looked up): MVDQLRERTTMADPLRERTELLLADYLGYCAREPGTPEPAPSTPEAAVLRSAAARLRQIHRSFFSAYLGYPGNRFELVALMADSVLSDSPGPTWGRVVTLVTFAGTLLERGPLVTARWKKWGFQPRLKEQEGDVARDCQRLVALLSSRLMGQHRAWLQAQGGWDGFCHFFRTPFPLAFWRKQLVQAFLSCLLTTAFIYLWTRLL
# RGS8-Gao: regulators of human RGS8-Galphao interaction; multiplexed bead flow cytometry, RGS8-Galphao binding; actives lie on both sides; response (percent of control binding), % at 10 µM; hit rate 0.34% among 220,000; AID 1423; in the data active = response below about 60% or above about 140%; inactive = in between;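 also: Galphao activated as the GDP aluminium fluoride complex binding bead-coupled RGS8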
# GSH fluor: GSH bead compound fluorescence profile; fluorescence (KMESF) at 10 µM; GSH beads flow cytometry, compound fluorescence 488/530 nm; active compounds read high; hit rate 0.25% among 190,000; in the data active = fluorescence above about 89;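 also: glutathione beads carrying GST-tagged Bcl family fusion proteins plus one bare bead set; values are compound well signal with DMSO vehicle wells as background; inactives centre near 16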
# ABCB1 block: blocks JC-1 efflux by human ABCB1 transporter; CCRF-Adr cells, flow cytometry; hit rate 0.067% among 190,000; inhibition, % at 6.6 µM; AID 1326; P08183; in the data active = inhibition above about 40%;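 also: 0% = vehicle and 100% = reference inhibitor; higher value means more JC-1 retained so stronger ABCB1 efflux block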
# RGS4-Gao reg: human RGS4-Galphao interaction regulation; Multiplexed bead flow cytometry, RGS4-Galphao binding; actives lie on both sides; binding response (% of control), % at 10 µM; P09471; hit rate 0.33% among 220,000; AID 1415; in the data active = binding response below about 49% or above about 150%; inactive = in between;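 also: fluorescent Galphao activated with aluminum fluoride binding bead-coupled RGS4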
# Bfl-1 Bim block: human Bim-Bfl-1 interaction inhibition | AID 1008 | Bead-based flow cytometry, Bim-Bfl-1 binding inhibition | hit rate 0.12% among 190,000 | inhibition, % at 10 µM;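 also: 0% = wells without compound plus tracer and 100% = blocker peptide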
# Active calls of the source: *; ? = inconclusive; . = no result given. Rule as the data show it, unless noted: active = inhibition above about 40%.
canonical_smiles,Bim-Bcl-XL,RGS7-Gao,Bcl-2 Bim block,Bcl-W Bim block,ABCG2 inh,Bcl-B Bim block,RGS8-Gao,GSH fluor,ABCB1 block,RGS4-Gao reg,Bfl-1 Bim block
CC12CNCC(C)(CNC1)C2O (centres undefined),-5,108,-3,-3,2,-4,101,8,0.7,109,-2
COc1ccc(CCn2c(O)c(/C=N/NC(=O)c3ccncc3)c(=O)[nH]c2=O)cc1OC,-5,96,-5,-1,0,-5,99,19,0.1,100,-14
Cc1cc(/C=C2\C(=O)NC(=O)N(c3ccc(Cl)cc3)C2=O)c(C)n1-c1sc2c(c1C#N)CCCC2,-7,95,4,-2,-5,2,105,19,-0.7,98,9
COc1ccc(OCC(=O)N2CCN(CC3CC4C=CC3C4)CC2)cc1 (centres undefined),8,100,-6,2,0,-7,100,43,0.2,103,-13
Cc1cccc(-n2c(-c3ccco3)nc3ccccc3c2=O)n1,-8,105,-9,-2,0,-17,97,22,0.3,102,-7
Cc1cccc(NP(=O)(Oc2ccccc2F)Oc2ccccc2F)c1,-8,100,-13,-6,7,-8,117,10,1.1,105,-10
CC(Cc1cccs1)NCc1ccccc1 (centres undefined),0,?,6,0,-1,2,102,10,-0.1,103,7
CN(C)CP(=O)(O)CN(C)C=O,2,98,4,6,0,7,102,61,0.0,98,6
ON1C2CCCCC2N(O)C1c1ccccc1F (centres undefined),-1,102,0,2,0,0,98,12,0.1,99,0
C=CCn1c(O)c(C=NCCCOc2ccc(CC)cc2)c(=O)[nH]c1=S,1,95,1,0,0,1,101,27,-0.5,98,1
CC12CC(c3ccccc3O1)C(C(=O)OCc1ccccc1)C(=O)N2 (centres undefined),-4,109,-5,-2,1,-4,110,16,0.3,117,-1
CCOP(=O)(OCC)C(NC(=O)c1cccc2ccccc12)C(Cl)(Cl)Cl (centres undefined),-9,101,-8,-5,0,-4,102,11,0.2,101,-4

# 11 compounds out of the list, arranged by SMILES length, lowest first.
canonical_smiles,Bim-Bcl-XL,RGS7-Gao,Bcl-2 Bim block,Bcl-W Bim block,ABCG2 inh,Bcl-B Bim block,RGS8-Gao,GSH fluor,ABCB1 block,RGS4-Gao reg,Bfl-1 Bim block
CC12CNCC(C)(CNC1)C2O (centres undefined),-5,108,-3,-3,2,-4,101,8,0.7,109,-2
CC(Cc1cccs1)NCc1ccccc1 (centres undefined),0,?,6,0,-1,2,102,10,-0.1,103,7
ON1C2CCCCC2N(O)C1c1ccccc1F (centres undefined),-1,102,0,2,0,0,98,12,0.1,99,0
Cc1cccc(-n2c(-c3ccco3)nc3ccccc3c2=O)n1,-8,105,-9,-2,0,-17,97,22,0.3,102,-7
Cc1cccc(NP(=O)(Oc2ccccc2F)Oc2ccccc2F)c1,-8,100,-13,-6,7,-8,117,10,1.1,105,-10
COc1ccc(OCC(=O)N2CCN(CC3CC4C=CC3C4)CC2)cc1 (centres undefined),8,100,-6,2,0,-7,100,43,0.2,103,-13
CC12CC(c3ccccc3O1)C(C(=O)OCc1ccccc1)C(=O)N2 (centres undefined),-4,109,-5,-2,1,-4,110,16,0.3,117,-1
C=CCn1c(O)c(C=NCCCOc2ccc(CC)cc2)c(=O)[nH]c1=S,1,95,1,0,0,1,101,27,-0.5,98,1
CCOP(=O)(OCC)C(NC(=O)c1cccc2ccccc12)C(Cl)(Cl)Cl (centres undefined),-9,101,-8,-5,0,-4,102,11,0.2,101,-4
COc1ccc(CCn2c(O)c(/C=N/NC(=O)c3ccncc3)c(=O)[nH]c2=O)cc1OC,-5,96,-5,-1,0,-5,99,19,0.1,100,-14
Cc1cc(/C=C2\C(=O)NC(=O)N(c3ccc(Cl)cc3)C2=O)c(C)n1-c1sc2c(c1C#N)CCCC2,-7,95,4,-2,-5,2,105,19,-0.7,98,9

# (more compounds)
canonical_smiles,Bim-Bcl-XL,RGS7-Gao,Bcl-2 Bim block,Bcl-W Bim block,ABCG2 inh,Bcl-B Bim block,RGS8-Gao,GSH fluor,ABCB1 block,RGS4-Gao reg,Bfl-1 Bim block
Fc1cccc(F)c1CN1CCN(Cc2c(F)cccc2F)CC1,-2,96,-11,1,1,-8,100,17,0.7,93,-10
O=c1c2ccc(Cl)cc2[nH]c(=S)n1-c1cccnc1,-4,109,3,-3,-2,-4,104,13,-0.5,107,3
CCOC(=O)C1(CCc2ccccc2)CCN(Cc2cccc3cnccc23)CC1,-1,96,-2,-4,6,2,99,10,1.8,100,0
C=CCOC(=O)COc1cc(C)cc2oc(=O)c3c(c12)CCC3,0,99,-2,-3,4,-5,101,15,1.1,101,-1
O=C(c1ccc(N2CCCCC2)c([N+](=O)[O-])c1)N1CCC2(CC1)OCCO2,0,99,-4,1,2,-3,101,16,0.6,99,-7
C=COCCn1c(C)c(C(=O)OCC)c2cc(O)ccc21,1,97,-2,0,1,-3,97,26,0.1,96,-6
Cc1oc(-c2ccccc2F)nc1CS(=O)CC(=O)N1CCC2(CC1)OCCO2 (centres undefined),-1,93,-7,-3,7,-3,78,16,0.9,90,0
O=c1c(C=Nc2cccnc2Cl)c(O)n(CCCCl)c(=O)n1C1CCCCC1,-8,103,-5,-7,6,-5,103,10,0.7,102,-14
CCOP(=O)(Cc1cc(C#N)oc1C)OCC,-2,103,0,0,3,0,88,26,1.8,104,2
O=C(CNC(=O)OCc1ccccc1)Nc1ccc(Br)cc1C(=O)c1ccccc1Cl,4,97,11,5,3,12,92,9,1.2,100,13
CN1C(=O)C(=Cc2ccc(OCCN(C)c3ccccn3)cc2)C(=O)N(C)C1=O,-1,97,-2,-2,-1,-2,99,12,-0.5,99,-4
Cn1c(O)c(C=NCCOc2ccc(Cl)cc2)c(=O)n(C)c1=O,-2,104,3,-1,2,5,104,12,0.3,104,0

canonical_smiles,Bim-Bcl-XL,RGS7-Gao,Bcl-2 Bim block,Bcl-W Bim block,ABCG2 inh,Bcl-B Bim block,RGS8-Gao,GSH fluor,ABCB1 block,RGS4-Gao reg,Bfl-1 Bim block
CC1(C)CN=C(Nc2ccc(F)c(F)c2)S1,-5,96,-7,-1,-1,-1,99,12,-0.1,102,-10
CCCCn1c(O)c(C=NCCCN(CC)CC)c(=O)[nH]c1=O,-1,103,-1,-2,0,-4,101,24,0.6,105,-3
Cc1ccc(N2C(=O)NC(=O)/C(=C/c3cnc(-c4ccccc4)nc3)C2=O)cc1C,-1,99,5,0,-10,0,100,11,-1.9,101,0
Cc1ccccc1NC1(C#N)CCCCC1,-7,104,-3,-6,0,-2,105,12,0.3,104,-8
Cc1cc(OCCCC(=O)NCc2cccs2)ccc1Cl,-2,102,1,0,9,0,102,5,0.2,101,1
O=C1C2CCCN2C(c2ccc(Cl)c(Cl)c2)N1c1ccccn1 (centres undefined),-5,105,-9,0,8,-6,103,23,1.6,102,-15
CN(C)C(=O)Oc1ccc2ccccc2c1Cl,-3,103,-2,-3,0,0,98,15,-0.1,104,0
N#CC(C#N)=Cc1ccc(-c2ccccc2)o1,-6,99,-2,-4,7,-7,104,7,0.0,100,0
Cc1ccsc1C(=O)C1CCCN(Cc2cn(C)nc2C)C1 (centres undefined),0,98,-1,-1,2,-4,96,19,0.8,95,-6
O=c1c2cc(Cl)cc(Cl)c2nc(CN2CCOCC2)n1-c1ccccc1F,-7,97,-9,0,15,-7,98,35,1.5,98,-17
CCCCNC(=O)c1c(N)n(CCCOC)c2nc3ccccc3nc12,2,101,0,1,4,2,101,12,1.1,100,0
O=c1[nH]c(=O)n(C2CCCCCC2)c(O)c1C=NC1CCN(Cc2ccccc2)CC1,-3,99,-10,-1,4,-5,102,17,1.7,101,-11

canonical_smiles,Bim-Bcl-XL,RGS7-Gao,Bcl-2 Bim block,Bcl-W Bim block,ABCG2 inh,Bcl-B Bim block,RGS8-Gao,GSH fluor,ABCB1 block,RGS4-Gao reg,Bfl-1 Bim block
C=CCN(c1ccc(C(=O)N(CC)CC)cc1)S(C)(=O)=O,-5,101,0,-3,4,1,93,16,1.3,99,0
O=C1NC(=S)NC(=O)C12C(c1ccccc1)NC(=S)NC2c1ccccc1 (centres undefined),-8,102,-1,-3,5,-12,105,24,0.1,104,-1
CC(C)Cc1[nH]c(=O)c(C#N)c2c1CCC2,-5,98,-3,-4,0,-8,99,17,0.1,102,-2
CSc1ncc(Cl)c(C(=O)O)n1,-16,98,-14,0,2,-10,103,50,0.9,101,-14
COc1ccccc1N=Nc1c(O)[nH]c(=S)[nH]c1=O,9,100,1,3,2,7,97,12,0.1,101,-5
CCCC(=O)NC(Oc1ccc(Cl)cc1Cl)C(Cl)(Cl)Cl (centres undefined),0,99,-2,0,0,-1,99,22,0.1,97,-1
COC(=O)c1c(N)n(Cc2ccc(OC)cc2)c2nc3ccccc3nc12,1,97,0,0,3,0,99,42,1.9,98,-5
CC(C)Oc1cccc(C(=O)C2CCCN(C3CCOCC3)C2)c1 (centres undefined),-5,103,-6,-2,1,-7,101,14,0.4,99,-8
CC(=O)OC1N=C(c2ccccc2)c2cc(Br)ccc2NC1=O (centres undefined),0,92,-1,4,0,2,94,8,0.1,89,3
CC1(C)C2([N+](=O)[O-])CNCC1([N+](=O)[O-])CNC2,-9,100,-4,-6,7,-5,101,12,0.2,102,-3
Cc1c(C(c2ccc(Br)cc2)c2c(O)c3ccccc3oc2=O)c(=O)n(-c2ccccc2)n1C (centres undefined),0,100,2,2,-2,1,104,22,0.9,102,-1
C=CCn1c(O)c(C(CC)=NCCc2ccccc2)c(=O)[nH]c1=O,-3,98,0,-3,4,-2,98,56,0.4,99,-3

canonical_smiles,Bim-Bcl-XL,RGS7-Gao,Bcl-2 Bim block,Bcl-W Bim block,ABCG2 inh,Bcl-B Bim block,RGS8-Gao,GSH fluor,ABCB1 block,RGS4-Gao reg,Bfl-1 Bim block
CC(C)C12CN3CCN(CC(C3)/C1=N\O)C2,-1,100,-4,0,.,-7,104,17,.,102,-13
Fc1ccc(Cn2nnnc2C(c2ccc(F)cc2)N2CC=C(c3ccc(F)cc3)CC2)cc1 (centres undefined),-11,97,-11,-6,9,-13,99,11,1.1,102,-17
Nc1ccc([As](=O)(O)O)cc1,-3,101,-4,-2,3,-4,102,19,1.1,105,-1
OC1(CN2CCOCC2)C2CC3CC(C2)CC1C3 (centres undefined),-2,80,0,-6,2,-2,97,7,0.6,79,-2
CC(C)(C)P(=O)(N1CCOCC1)N1CCOCC1,-1,?,-2,0,0,-4,99,14,0.1,104,-1
CC(C)OC(=O)c1c(N)n(Cc2ccco2)c2nc3ccccc3nc12,0,96,3,-2,-1,-4,99,16,-0.2,99,0
CC(=O)C1C2c3ccccc3OC1(C)N=c1s/c(=C/c3cnn(C)c3)c(=O)n12 (centres undefined),-3,102,-8,-3,2,-6,102,5,0.6,102,-11
Cc1nn(Cc2ccccc2)c(C)c1C(=O)OCC(=O)Nc1cc(S(C)(=O)=O)ccc1Cl,2,97,-3,4,2,-5,98,23,-0.7,95,6
CCc1ccc(NC(=O)C(C)OC(=O)c2c(C)nn(Cc3ccccc3)c2Cl)cc1 (centres undefined),-3,94,-6,-10,8,-1,91,12,0.5,100,0

# Screens (PubChem BioAssay)

# Only part of the results is shown; the hit share may differ from the screen's.
